Compound activity (PubChem BioAssay)
GCN5L2 inh = inhibitors of human GCN5L2 histone acetyltransferase; Potency, µM (series often up to 58.9 µM), for the others: at the top dose activity change, negative = inhibition, hits mostly inhibitors; Q92830; hit rate 0.21% among 390,000; GCN5L2 HAT assay, ThioGlo1 CoA-SH fluorescence
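Compounds, pin-transferred from DMSO stocks, meet 20nM GCN5L2 for 15 min before the reaction begins with H3(1-25) peptide (75uM) and acetyl-CoA (70uM). Thiol-reactive ThioGlo1 reports CoA release over 20 min at room temperature.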
FEN1 inh = blocks human flap endonuclease 1. P39748. hit rate 0.35% among 390,000. AID 588795. Recombinant FEN1 flap cleavage, fluorescence, 15 min. Potency, µM (series often up to 114 µM), inactives show at the highest dose activity change, negative = inhibition, hits mostly inhibitors; further: nearly all actives have a fitted effect of over 65% in size
Target sequence (P39748 whole entry, looked up): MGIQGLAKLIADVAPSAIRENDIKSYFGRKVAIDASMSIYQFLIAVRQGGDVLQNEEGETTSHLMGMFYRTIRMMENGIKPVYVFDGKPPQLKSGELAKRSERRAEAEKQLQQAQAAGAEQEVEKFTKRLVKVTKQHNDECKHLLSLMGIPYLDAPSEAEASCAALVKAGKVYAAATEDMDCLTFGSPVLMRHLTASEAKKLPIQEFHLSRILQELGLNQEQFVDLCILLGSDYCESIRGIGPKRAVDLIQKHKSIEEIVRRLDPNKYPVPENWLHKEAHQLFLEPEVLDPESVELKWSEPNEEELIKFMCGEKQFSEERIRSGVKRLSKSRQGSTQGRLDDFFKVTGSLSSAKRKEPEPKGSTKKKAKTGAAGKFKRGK
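Compounds are tested as a concentration series against 10 nM FEN1; after a 15 min room-temperature preincubation, 50 nM substrate starts cleavage, with plate reads at 0 and 15 min. Normalized responses are fitted by a Hill equation.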
N370S GC mod = inhibits or activates N370S mutant glucocerebrosidase. N370S GC spleen homogenate, 4MU-glucoside fluorescence. AID 2101. hit rate 0.092% among 330,000. Potency, µM (series often up to 59.4 µM), inactives show at the top dose activity change, negative = inhibition, actives largely listed as inhibitors. P04062;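 further: 0% = full enzyme activity and -100% = no enzyme basal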
Active calls of the source: *; ? = inconclusive; . = no result given; & = joins results of further samples; [ ] = dose if it differs, or a comment. The call rests on the fitted dose curve; in most records, active means well fitted curve in the direction sought with a large enough effect; inconclusive means small, poorly fitted or top-dose-only effect, or another doubt; inactive means no such curve, though single readings can be large; an effect the other way counts as inactive or inconclusive. Unless noted, on the % scale 0 is the no-effect control and ±100 the full control effect; potency means the concentration at half of the fitted maximal effect. An unsorted share of the library (roughly 0.54% active in at least one column).

SMILES	GCN5L2 inh	FEN1 inh	N370S GC mod
Cc1cccc(NC(=O)CN2C(=O)N/C(=C\c3ccccc3OCc3ccc(C(=O)O)cc3)C2=O)c1	-8.3%	?	-9.8%
O=C(OCC(=O)C12CC3CC(CC(C3)C1)C2)c1ccc(O)cc1	-13.1%	-22.8%	.
Cc1cccc(CCN2C(N(C)C)=NC[C@@H]2CC(C)C)c1	-5.5%	-11.0%	0.0%
O=C(/C=C/c1ccc(O)c([N+](=O)[O-])c1)c1ccc2ccccc2c1	-7.0%	?	10.4%
CCOC(=O)C1=C(c2cccc(F)c2)NC(=S)NC1C (centres undefined)	-1.5%	-0.2%	15.4%
COC(=O)c1c(NC(=O)c2ccc(OC(C)C)cc2)sc2c1CC(C)(C)NC2(C)C	?	-3.9%	14.8%
Cc1ccc(S(=O)(=O)N2CCCCC2)cc1C(=O)NCCCN1CCOCC1	-1.2%	-5.4%	-19.7%
C[C@@H]1CCC[C@H](C)N1NC(=O)c1ccc(Cl)c(S(N)(=O)=O)c1	-4.7%	-7.1%	8.0%
COc1ccc2sc(N(CCCN(C)C)C(=O)c3ccc(S(=O)(=O)N4CCCC4)cc3)nc2c1	-0.3%	0.1%	-12.9%
CN(C)S(=O)(=O)c1cccc(NC(=S)N/N=C/C2CC=CCC2)c1 (centres undefined)	-10.4%	-4.5%	0.1%
O=C(c1ccc(OCCCc2cnc[nH]2)cc1)C1CC1	-2.0%&18.7%&0.1%	.	-8.1%&-12.8%
O=C(Nc1ccccc1)c1ccc(-c2ccccc2Cl)o1	-11.9%	-0.5%	13.7%
O=C(COC(=O)Cc1ccc(F)cc1)NCCc1ccccc1	-1.2%	1.3%	-1.5%
CCSc1cc(N2CCOCC2)nc(-c2ccc(Cl)cc2)n1	-0.4%	5.0%	-9.3%
CC(C)(C)c1ccc(C(=O)Nc2ccc(NC(=O)c3ccco3)cc2)cc1	-9.4%	-10.4%	-0.9%[12.8 µM]
CCOC(=O)c1ccc2nc(NC(=O)c3cccs3)sc2c1	-3.2%	-5.2%	0.6%
Cn1c(-c2c(N)n(-c3ccccc3)c3nc4ccccc4nc23)nc2ccccc21	-14.0%	2.1%	5.9%
CCc1cccc(CC)c1NC(=S)Nc1cccc(Cl)c1Cl	-1.8%	-1.1%	-0.6%
NS(=O)(=O)c1ccc(NC(=O)CN2CCc3ccccc32)cc1	-16.9%	14.8%	-2.6%
Cc1cccc(C)c1NC(=O)CN1C(=O)S/C(=C\c2cccn2C)C1=O	-7.1%	-1.0%	2.6%
Cc1ccc(NC(=O)Cn2c(=O)oc3cc(S(=O)(=O)N4CCC(C)CC4)ccc32)cc1C	-15.6%	5.1%	4.3%
Cc1ccc(-n2c(SCC(=O)NCc3ccccc3)nc3n[nH]c(C)c3c2=N)cc1Cl	1.5%	15.8%	.
O=C(NC1CCCC1)C1CCN(C(=O)c2cc(Cl)ccc2Cl)CC1	-3.1%	3.3%	-3.5%
COc1ccc2c(CNCCc3ccco3)c(C(=O)O)n(Cc3ccccc3)c2c1	-8.0%	-2.7%	.
O=C(NCC1COc2ccccc2O1)c1cccc(S(=O)(=O)N2CCN(c3ccccc3)CC2)c1 (centres undefined)	-1.2%	-7.5%	-5.3%
CCc1ccccc1NC(=O)CSc1ncc2c(n1)-c1ccccc1N(C)S2(=O)=O	1.3%	10.9%	.
Cc1ccc(C2=NN(C(=O)CSc3nc(N)cc(N)n3)C(c3ccco3)C2)cc1 (centres undefined)	-2.3%	-20.9%	2.9%
CCN(C(=O)c1cccc(S(=O)(=O)N2CCCCC2)c1)C1CCS(=O)(=O)C1 (centres undefined)	-1.5%	0.0%	3.2%
Cn1ncc(Cl)c1C(=O)NCC1CCCO1 (centres undefined)	1.1%	-3.4%	-0.9%
CN(C)S(=O)(=O)c1ccc(C(=O)NC(=O)CSc2nncs2)cc1	-1.3%	17.2%	.
Clc1ccc(N2CCN(c3nc4nonc4nc3N3CCSCC3)CC2)nc1	-2.7%	-0.1%	-9.6%
Cc1ccc(Cl)cc1N1CCN(C(=O)c2cn(C)c3ccc(S(=O)(=O)N4CCC(C)CC4)cc3c2=O)CC1	0.6%	9.7%	.
CCc1c(C)nc(SCCOc2ccc(OC)cc2)[nH]c1=O	-4.9%	6.2%	9.5%
CN1C(=O)/C(=C/c2ccc(OCc3ccccc3F)cc2)NC1=S	-0.3%	-6.8%	-8.9%
O=C(COc1cccc2cccnc12)N/N=C/c1ccc(O)cc1	1.2%	-0.7%	-10.9%
CC(=O)Nc1nnc(SCC(=O)c2ccc(F)cc2)s1	-13.4%	3.0%	4.6%
Cc1csc(=O)n1CCC(=O)OCc1nnc(-c2ccccc2Cl)o1	-2.0%	4.1%	.
CN(C)/C=N/C(=S)Nc1ccccc1Cl	18.8%	7.6%	10.8%
CCOc1cc(/C=N\NC(=O)c2ccc(NC(=O)C(C)(C)C)cc2)ccc1OC(=O)c1cccc(C)c1	-1.9%	-9.5%	-17.1%
COc1ccc(C(=O)Nc2ccc(NC(=O)C3CCCCC3)nc2)cc1	-2.9%	0.7%	1.1%

Four entries from above in a different format:
molecule: NS(=O)(=O)c1ccc(NC(=O)CN2CCc3ccccc32)cc1
  GCN5L2 inh: -16.9%; FEN1 inh: 14.8%; N370S GC mod: -2.6%
molecule: C[C@@H]1CCC[C@H](C)N1NC(=O)c1ccc(Cl)c(S(N)(=O)=O)c1
  GCN5L2 inh: -4.7%; FEN1 inh: -7.1%; N370S GC mod: 8.0%
molecule: O=C(OCC(=O)C12CC3CC(CC(C3)C1)C2)c1ccc(O)cc1
  GCN5L2 inh: -13.1%; FEN1 inh: -22.8%; N370S GC mod: .
molecule: Cc1ccc(NC(=O)Cn2c(=O)oc3cc(S(=O)(=O)N4CCC(C)CC4)ccc32)cc1C
  GCN5L2 inh: -15.6%; FEN1 inh: 5.1%; N370S GC mod: 4.3%

New compounds follow:
SMILES	GCN5L2 inh	FEN1 inh	N370S GC mod
CC(NC(=O)COC(=O)c1ccc2ccccc2n1)c1ccccc1 (centres undefined)	-1.3%	0.7%	.
CCOc1ccc(NCc2cccn2-c2nnc(N3CCC(C(=O)NCc4ccccc4Cl)CC3)s2)cc1	-8.0%	12.2%	.
COc1ccc(OCCCCN(C)Cc2ccccc2)cc1	-8.7%	3.5%	-11.7%
COc1ccc(NC(=O)O/N=C/c2ccccc2Cl)cc1	-3.6%	-0.4%	3.7%
COc1ccc2cc([C@@H](C)C(=O)O)ccc2c1	-10.7%	20.5%	-5.9%
Cc1ccc(Oc2nc3c(c(=O)n(Cc4ccccc4)c(=O)n3C)n2C)cc1C	-7.2%	6.5%	.
COc1ccc2c(Cl)c(C(=O)N/N=C/c3cccnc3)sc2c1	-4.7%	-4.3%	22.9%
[N-]=[N+]=CC(=O)CC(c1ccccc1)N1C(=O)c2ccccc2C1=O (centres undefined)	-0.1%	-15.4%	-4.9%
CC[C@H](C)[C@H](NC(=O)[C@H](CCC(=O)O)NC(=O)[C@H](CO)NC(=O)[C@@H](NC(=O)[C@H](C)N)C(C)C)C(=O)N[C@@H](CCC(N)=O)C(=O)N[C@@H](CC(C)C)C(=O)N[C@@H](CCSC)C(=O)N[C@@H](Cc1cnc[nH]1)C(=O)N[C@@H](CC(N)=O)C(=O)N[C@@H](CC(C)C)C(=O)NCC(=O)N[C@@H](CCCCN)C(=O)N[C@@H](Cc1cnc[nH]1)C(=O)N[C@@H](CC(C)C)C(=O)N[C@@H](C)C(=O)N[C@@H](CO)C(=O)N[C@H](C(=O)N[C@@H](CCC(=O)O)C(=O)N[C@@H](CCCNC(=N)N)C(=O)N[C@@H](CCSC)C(=O)N[C@@H](CCC(N)=O)C(=O)N[C@@H](Cc1c[nH]c2ccccc12)C(=O)N[C@@H](CC(C)C)C(=O)N[C@@H](CCCNC(=N)N)C(=O)N[C@@H](CCCCN)C(=O)N[C@@H](CCCCN)C(=O)N[C@@H](CC(C)C)C(=O)N[C@@H](CCC(N)=O)C(=O)N[C@@H](CC(=O)O)C(=O)N[C@H](C(=O)N[C@@H](Cc1cnc[nH]1)C(=O)N[C@@H](CC(N)=O)C(=O)N[C@@H](Cc1ccccc1)C(=O)O)C(C)C)C(C)C	-5.5%	.	-4.6%
CCN(CC)C(=O)Cn1c(=O)n(-c2ccc(C)c(C)c2)c(=O)c2c(C)c(C(=O)N(CC)CC)sc21	-1.9%	-3.8%	.
CCN1CCN(c2c(S(=O)(=O)c3ccc(OC)cc3)cnc3cc(OC)c(OC)cc23)CC1	-8.3%	-32.0%	.
COc1ccc(CCNc2cn[nH]c(=O)c2Cl)cc1OC	-1.3%	-15.0%	0.6%
COc1ccccc1OCC(=O)NNC(=O)c1ccc(F)c(S(=O)(=O)N2CCOCC2)c1	2.3%	-3.0%	.
CC(=O)N=c1cccc(NC(C)=O)n1O	-1.5%	-6.4%	-12.4%
COC(=O)[C@]1(Cc2ccccc2)N[C@H](CN(C)C(C)=O)[C@@H]2C(=O)N(Cc3ccccc3)C(=O)[C@@H]21	-6.0%	-4.4%	.
COc1ccc(CNCCS(=O)(=O)NN2CCOCC2)cc1	-16.6%	-11.2%	.
CN(C)CCN(C(=O)c1cccc2ccccc12)c1nc2cc3c(cc2s1)OCO3	-6.6%	-26.2%	?
O=S(=O)(c1ccccc1)c1nnn2c1nc(NCc1ccccc1)c1sccc12	-1.9%	20.0%	.
COc1ccccc1NC(=O)c1nn(-c2cccc(C(F)(F)F)c2)ccc1=O	-7.1%	-0.1%	6.3%
COc1ccc(-c2nn(-c3ccccc3)cc2C2NC(=O)NC(C)=C2C(=O)OC(C)C)cc1OC (centres undefined)	-0.7%	-3.3%	.
Cn1ccc2cc(-c3ccc4ncnc(NCc5cccc(F)c5)c4c3)ccc21	-9.5%	.	-2.8%
COc1ccc2ccccc2c1/C=N/NC(=O)c1nnn(-c2nonc2N)c1C(C)C	-13.9%	6.1%	9.0%
COc1cc(-n2c(=O)c3ccccc3n(Cc3ccccc3)c2=O)cc(OC)c1OC	-2.2%	6.5%	4.6%
Cc1cc(C(=O)COC(=O)c2ccc(Cl)c(S(N)(=O)=O)c2)c(C)n1CC1CCCO1 (centres undefined)	-0.9%	-0.7%	-3.4%
COCCn1c(=S)[nH]c2sc3c(c2c1=O)CCC(C)C3 (centres undefined)	-4.0%	1.2%	-5.2%
COc1cccc(/C=C/C(=O)OCC(=O)NC(=O)NC2CCCC2)c1	-12.1%	-16.5%	.
CSc1cccc(NC(=O)C2C3C=CC4(O3)C2C(=O)N(CCN2CCOCC2)C4C(=O)NC2CCCCC2)c1 (centres undefined)	-3.3%	13.6%	1.1%
COc1ccccc1OCCNc1ccc(S(=O)(=O)N2CCCC2)cn1	-12.2%	12.9%	0.3%
CCOc1ccc(Nc2oc(Cc3ccccc3)nc2C#N)cc1	-1.8%	-18.6%	24.0%
CCN(C(=O)CN1C=NS(=O)(=O)c2ccccc21)c1ccccc1	0.1%	11.1%	-13.2%
CSc1ccc(/C=C(\NC(=O)c2ccc(C)cc2)C(=O)NN)cc1	-7.0%	-14.2%	-25.1%
O=C(c1ccc2c(c1)N(Cc1ccccc1)C(=O)c1ccccc1S2=O)N1CCC(Cc2ccccc2)CC1 (centres undefined)	-3.4%	8.5%	.
O=C(CNC(=O)c1cccc(OC(F)F)c1)OCC(=O)c1ccccc1	-4.4%	3.1%	2.9%
COc1ccc(-c2cn3c(n2)sc2cc(C(=O)NCc4ccccc4)ccc23)cc1	-9.5%	15.3%	.
CCCn1c(=N)c(C#N)cc2c(=O)n3ccccc3nc21	-5.2%	-3.3%	-7.6%
O=C(NCc1ccco1)C1Cc2cc(Cl)ccc2O1 (centres undefined)	-1.4%	2.4%	-0.7%
Cc1cc(C(=O)OCC(=O)NCc2ccc3c(c2)OCO3)c2ccccc2n1	-6.4%	6.9%	-3.9%
CC1(C)CC[C@]2(C(=O)O)[C@H](O)C[C@]3(C)C(=CCC4[C@@]5(C)C[C@H](O)[C@H](O)[C@@](C)(CO)C5CC[C@]43C)[C@@H]2C1 (some centres undefined)	-1.5%	-1.8%	-12.7%
O=C(O)c1ccc(OCC(F)(F)F)nc1	17.2%	2.2%	-3.7%
CC(=O)Nc1cccc(C(=O)NC2CCCc3c2cnn3-c2ccccc2F)c1 (centres undefined)	1.6%	19.2%	-2.3%
COc1ccc(C)c2sc(N3CCCC3)nc12	-0.9%	-11.9%	-0.9%

By substructure, those above with a CF3 group.
SMILES	GCN5L2 inh	FEN1 inh	N370S GC mod
COc1ccccc1NC(=O)c1nn(-c2cccc(C(F)(F)F)c2)ccc1=O	-7.1%	-0.1%	6.3%
O=C(O)c1ccc(OCC(F)(F)F)nc1	17.2%	2.2%	-3.7%
